# HT1080 cytotoxicity: cytotoxicity in HT1080 fibrosarcoma cells, cell-based, fluorescence readout (AID 620); HT1080 viability, fluorescence; higher % means a stronger effect; one-dose cytotoxicity, % at 10 µM; EC50 in µM for titrated hits; hit rate 0.42% among 87,000;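 further: cells exposed to compound overnight then 4 h with Alamar Blue; 0% = vehicle DMSO and 100% = killing control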
# Bfl-1 inhibitors: Bfl-1 inhibitors, primary screen, biochemical, fluorescence polarization, FITC-Bid, mouse (AID 432); hit rate 0.02% among 64,000; one-dose displacement, % at 20 µM; IC50 in µM for titrated hits; FITC-Bid BH3 peptide fluorescence polarization displacement; higher % means a stronger effect; in the data active means a potency from the dose series; inactive means the rest, 99 in 100 with displacement below about 15%; further: strong numbers were not always called active
# HPDE-C7 cytotoxicity: HPDE-C7 pancreatic duct cell viability loss – fluorescence, HTS (AID 430); HPDE-C7 pancreatic duct cells viability, fluorescence; higher % means a stronger effect; cytotoxicity, % at 10 µM, or EC50 in µM where a hit was titrated; hit rate 1.8% among 63,000;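 further: cells exposed to compound for 48 hours before viability readout; 0% = vehicle and 100% = reference cytotoxic drug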
# Spn DPM-DC inh: blocks S. pneumoniae diphosphomevalonate decarboxylase; purified DPM-DC, PK/LDH coupled NADH fluorescence; calls only at 10 µM; hit rate 0.49% among 65,000; AID 556;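 active means the 320 compounds with the highest percent inhibition in the single-dose primary screen, excluding strongly autofluorescent ones, cut at about 32% in these data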;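 further: kinetic rate of NADH fluorescence loss reporting ADP formed by the decarboxylase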
# HPDE-C7K KRASV12: cytotoxicity in KRAS-transformed pancreatic duct cells, primary screen, cell-based, fluorescence, HTS (AID 431); HPDE-C7K KRASV12 cells, Alamar Blue viability, 48 h; higher % means a stronger effect; cytotoxicity, % at 10 µM; hits with a dose series show EC50 in µM; hit rate 1.7% among 63,000;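 active means compounds whose percent cytotoxicity in the single-dose primary screen, scaled between solvent and toxic-drug controls, exceeds 50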;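 further: 0% = DMSO solvent wells and 100% = doxorubicin-treated wells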
# TNAP inhibition: human TNAP enzyme inhibitors, biochemical, luminescent (AID 518). purified TNAP enzyme, luminescent substrate readout; higher % means a stronger effect. inhibition, % at 20 µM; hits with a dose series show IC50 in µM. hit rate 0.09% among 64,000; in the data active means a potency from the dose series; inactive means the rest, 99 in 100 with inhibition below about 22%;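 further: plate controls were vehicle for no effect and reference inhibitor for full effect; many of its hits are not listed in these tables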
# LYP inhibition: inhibition of human PTPN22 tyrosine phosphatase – biochemical, DiFMUP fluorescence, recombinant catalytic domain, 10 µM, primary screen (AID 606) | one-dose inhibition, % at 10 µM; IC50 in µM for titrated hits | 52,000 tested, under 10 active | recombinant LYP catalytic domain, DiFMUP fluorescence; higher % means a stronger effect;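 active means IC50 under 40 µM in the dose-response test; inactive means IC50 of 40 µM or more, or never dose-tested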
# Spn MK inh: inhibitors of Streptococcus pneumoniae mevalonate kinase; purified MK, PK/LDH-coupled NADH absorbance 340 nm; inhibition, % at 10 µM; hit rate 0.48% among 65,000;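 active means ranked among the strongest by inhibition in the single 10 µM screen, a fixed top-ranked set picked for dose follow-up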; further: no value below 0 was filed
# Spn PMK inh: S. pneumoniae PMK inhibition; inhibition, % at 10 µM; AID 539; purified PMK, PK/LDH-coupled NADH absorbance 340 nm; hit rate 0.49% among 65,000;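 active means top-ranked compounds by inhibition in the single 10 µM screen, taking a fixed number of the strongest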;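 further: 0% = full reaction with DMSO carrier and 100% = background rate without enzyme reaction; no value below 0 was filed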
# Spn PMK inh pilot replicates: recorded beside Spn PMK inh, whose call it bears; inhibition, %; measured here: pilot screen replicates
# Spn MK inh pilot replicates: second read-out of Spn MK inh, no call of its own (marks repeat the call); inhibition, %; measured here: pilot screen replicates
# Spn DPM-DC inh pilot screen %: also measured in Spn DPM-DC inh; calls as there; inhibition, %; measured here: pilot screen trials
# An asterisk follows results filed as active; i = inactive; x = not tested or not shown. Unless noted, no stated cut-off is given here; in the data, active means cytotoxicity above about 50%; inactive means the rest.
SMILES,HT1080 cytotoxicity,Bfl-1 inhibitors,HPDE-C7 cytotoxicity,Spn DPM-DC inh,HPDE-C7K KRASV12,TNAP inhibition,LYP inhibition,Spn MK inh,Spn PMK inh,others
CCCCC(=O)NC1(C(F)(F)F)C(=O)Nc2c1c(=O)n(C)c(=O)n2C (stereo not given),0%,-5%,x,i,x,9%,-3%,10,4,
CCOC(=O)CCNC(=O)Nc1ccc2nc(C)n(Cc3ccc(Cl)cc3)c(=O)c2c1,6%,5%,-8%,i,-4%,8%,x,4,18,
CN(C(=O)c1ccc2c(c1)OCO2)C1(C(=O)NC2CCCCC2)CCCCC1,-5%,1%,-14%,i,-16%,7%,x,10,11,
CC(C)N(CCc1ccncc1)C(=O)Nc1ccc(Cl)c(Cl)c1,-2%,21%,4%,i,7%,8%,1%,5,9,
Cc1ccccc1C(=O)Nc1ccc(Br)c(C)n1,1%,-5%,-9%,i,-6%,11%,5%,0,0,
COCC(C)NC(=O)CCS(=O)(=O)c1nc(-c2ccc(OC)cc2)cc(C(F)(F)F)n1 (stereo not given),x,6%,66%*,i,52%*,18%,9%,11,13,Spn PMK inh pilot replicates=1.5;Spn MK inh pilot replicates=0.5;Spn DPM-DC inh pilot screen %=14
NC(=O)c1cccc(S(=O)(=O)N2CCCCC2)c1,2%,-9%,-24%,i,3%,19%,x,5,7,Spn PMK inh pilot replicates=1.0;Spn MK inh pilot replicates=0.0;Spn DPM-DC inh pilot screen %=2.5
Cc1nn(C(C)C(=O)N2CCc3ccccc3C2)c(=O)c2cc3occc3n12 (stereo not given),-4%,-10%,x,i,x,8%,-2%,0,11,
CCCCNC(=O)c1ccc2c(c1)N(CC)C(=O)c1ccccc1S2(=O)=O,-4%,-1%,-18%,i,-5%,7%,14%,3,0,
CCC(=O)Nc1cccc(NC(=O)CSc2nnc(-c3ccc(NS(C)(=O)=O)cc3)n2C)c1,-2%,-3%,-8%,i,-5%,13%,x,6,0,
O=S(=O)(c1ccc(OCC(O)CN2CCN(c3ccccc3O)CC2)cc1)N1CCOCC1 (stereo not given),2%,-1%,-2%,i,-14%,6%,3%,0,14,
CCNCCNC(=O)c1c(O)c2ccccc2n(CC)c1=O,36%,-10%,9%,i,0%,12%,x,8,11,Spn PMK inh pilot replicates=3.5;Spn MK inh pilot replicates=0.0;Spn DPM-DC inh pilot screen %=4.5
CCOC(=O)c1c(C)nc2c3ccccc3ccn12,5%,-8%,-2%,i,2%,8%,-2%,0,0,
COc1ccc(C(CNC(=O)c2cccc(N(C)C)c2)N2CCCC2)cc1 (stereo not given),11%,0%,-7%,i,-4%,12%,8%,3,20,
NC(=O)C1CCN(CC(=O)Nc2ccccn2)CC1,2%,-11%,-8%,i,1%,-8%,13%,4,6,
O=C(NC(NCc1ccccn1)(C(F)(F)F)C(F)(F)F)c1ccco1,1%,-7%,12%,i,-8%,7%,10%,11,0,
COc1cc(C)nc(SCC(N)=O)n1,6%,10%,-13%,i,-9%,3%,x,8,12,
CCN(CC)CCCN1C(=O)C(O)=C(C(=O)c2ccc(C)o2)C1c1ccc(C)o1 (stereo not given),9%,-3%,8%,i,6%,15%,8%,4,0,
Cc1cccc(N2CCN(C(=O)n3ccnc3)CC2)c1C,1%,-4%,-2%,i,5%,1%,3%,0,5,
O=C(CNCCO)NC12CC3CC(CC(C3)C1)C2,0%,2%,3%,i,1%,3%,-5%,0,9,
CCOC(=O)c1ccc(-n2c(C)nc3ccccc3c2=O)cc1,-4%,-3%,2%,i,9%,11%,x,14,4,
COC(=O)c1nc(NC(=O)C(C)C)n[nH]1,3%,-8%,4%,i,-6%,5%,x,1,13,
CCN(CC)c1ccc(NC(=O)c2cccc(C)c2OC)c(C)c1,-20%,-6%,-4%,i,3%,6%,1%,0,0,
COc1ccccc1OCC(=O)NC1CCCCCC1,-7%,-6%,-5%,i,-5%,-1%,x,6,8,
CCC1CCCCN1Cc1nc2c(c(=O)n(C)c(=O)n2C)n1Cc1cccc2ccccc12 (stereo not given),2%,-9%,9%,i,6%,8%,4%,3,13,
COc1ccc2[nH]c(=O)c(C(c3nnnn3C3CCCCC3)N3CCN(C)CC3)cc2c1 (stereo not given),14%,-5%,-19%,x,-10%,8%,11%,2,16,
COCCN(C(=O)CNC(=O)c1cccs1)C(C(=O)NC1CCCC1)c1cccs1 (stereo not given),6%,-3%,-6%,i,-7%,6%,1%,6,2,
Cc1noc(C)c1COC(=O)c1ccccc1NC(=O)Cc1ccccc1,-7%,-16%,5%,i,9%,4%,-5%,6,6,
O=C(CSCC(=O)NCc1ccco1)NCc1ccco1,0%,2%,-5%,i,-8%,7%,-3%,2,11,
CC1(C)CC(=O)C(CC(=O)Nc2ccc(S(N)(=O)=O)cc2)=C(O)C1,-6%,0%,x,i,x,6%,3%,8,8,
Clc1ccccc1-c1nnn(Cc2ccc(-c3nn[nH]n3)cc2)n1,x,10%,-11%,i,-12%,5%,14%,3,5,
Cc1cc(C)n2c(SCc3cccs3)nnc2n1,1%,x,x,i,x,x,2%,3,1,
COc1ccc(C2C(C(=O)OCC(=O)N3CCCCC3)CCC(=O)N2c2ccc(OC)cc2)cc1 (stereo not given),-1%,1%,1%,i,3%,3%,16%,0,14,
O=S(=O)(NCC1CCCO1)c1ccc(S(=O)(=O)N2CCc3ccccc3C2)cc1 (stereo not given),2%,1%,9%,i,10%,10%,x,3,9,Spn PMK inh pilot replicates=7.5;Spn MK inh pilot replicates=2.5;Spn DPM-DC inh pilot screen %=2.0
CCCCOc1ccc(S(=O)(=O)NCc2csc(C)n2)cc1,0%,x,x,i,x,x,-14%,1,12,
CCOCCOCN(C#N)c1nc(OC)nc(N(C)C)n1,6%,-5%,-20%,i,-14%,4%,9%,5,18,

# Ordered by SMILES length (smallest number first): part of the list above.
SMILES,HT1080 cytotoxicity,Bfl-1 inhibitors,HPDE-C7 cytotoxicity,Spn DPM-DC inh,HPDE-C7K KRASV12,TNAP inhibition,LYP inhibition,Spn MK inh,Spn PMK inh,others
COc1ccccc1OCC(=O)NC1CCCCCC1,-7%,-6%,-5%,i,-5%,-1%,x,6,8,
Cc1cc(C)n2c(SCc3cccs3)nnc2n1,1%,x,x,i,x,x,2%,3,1,
O=C(CNCCO)NC12CC3CC(CC(C3)C1)C2,0%,2%,3%,i,1%,3%,-5%,0,9,
CCOCCOCN(C#N)c1nc(OC)nc(N(C)C)n1,6%,-5%,-20%,i,-14%,4%,9%,5,18,
Cc1cccc(N2CCN(C(=O)n3ccnc3)CC2)c1C,1%,-4%,-2%,i,5%,1%,3%,0,5,
CCCCOc1ccc(S(=O)(=O)NCc2csc(C)n2)cc1,0%,x,x,i,x,x,-14%,1,12,
CCOC(=O)c1ccc(-n2c(C)nc3ccccc3c2=O)cc1,-4%,-3%,2%,i,9%,11%,x,14,4,
CCN(CC)c1ccc(NC(=O)c2cccc(C)c2OC)c(C)c1,-20%,-6%,-4%,i,3%,6%,1%,0,0,
Cc1noc(C)c1COC(=O)c1ccccc1NC(=O)Cc1ccccc1,-7%,-16%,5%,i,9%,4%,-5%,6,6,
Clc1ccccc1-c1nnn(Cc2ccc(-c3nn[nH]n3)cc2)n1,x,10%,-11%,i,-12%,5%,14%,3,5,
CC1(C)CC(=O)C(CC(=O)Nc2ccc(S(N)(=O)=O)cc2)=C(O)C1,-6%,0%,x,i,x,6%,3%,8,8,
O=S(=O)(NCC1CCCO1)c1ccc(S(=O)(=O)N2CCc3ccccc3C2)cc1 (stereo not given),2%,1%,9%,i,10%,10%,x,3,9,Spn PMK inh pilot replicates=7.5;Spn MK inh pilot replicates=2.5;Spn DPM-DC inh pilot screen %=2.0
CCC1CCCCN1Cc1nc2c(c(=O)n(C)c(=O)n2C)n1Cc1cccc2ccccc12 (stereo not given),2%,-9%,9%,i,6%,8%,4%,3,13,
COc1ccc2[nH]c(=O)c(C(c3nnnn3C3CCCCC3)N3CCN(C)CC3)cc2c1 (stereo not given),14%,-5%,-19%,x,-10%,8%,11%,2,16,
COc1ccc(C2C(C(=O)OCC(=O)N3CCCCC3)CCC(=O)N2c2ccc(OC)cc2)cc1 (stereo not given),-1%,1%,1%,i,3%,3%,16%,0,14,

# Other results
SMILES,HT1080 cytotoxicity,Bfl-1 inhibitors,HPDE-C7 cytotoxicity,Spn DPM-DC inh,HPDE-C7K KRASV12,TNAP inhibition,LYP inhibition,Spn MK inh,Spn PMK inh,others
Cc1ccc(-c2nc(C3CCN(S(C)(=O)=O)CC3)no2)cc1,2%,-8%,-10%,i,-6%,6%,x,0,15,
O=c1c2cc3c(cc2[nH]c(=S)n1CCN1CCOCC1)OCO3,-28%,-1%,-2%,i,0%,8%,-22%,3,12,
CCc1nc2ccccc2c(C(=O)OC2CCOC2=O)c1C (stereo not given),-7%,2%,2%,i,0%,6%,x,0,10,
CCc1ccccc1OCC(=O)NC1CCCC1,-2%,2%,-1%,i,-2%,12%,-1%,10,13,
O=C(CSc1ccc2c(c1)OCCO2)NCC1CCCO1 (stereo not given),1%,-5%,2%,i,-6%,9%,17%,0,22,
CCOC(=O)Cn1c(=O)oc2cc(S(=O)(=O)N(C)Cc3ccco3)ccc21,-8%,0%,-9%,i,1%,1%,x,4,2,
COC(=O)c1ccc(CSc2nnc(CNC(=O)COc3ccc(Cl)cc3)o2)o1,x,-1%,-1%,i,1%,9%,6%,0,17,
CC1Cc2ccccc2N1C(=O)C1CCCN(S(=O)(=O)c2cccc3nsnc23)C1 (stereo not given),-2%,-1%,-12%,i,-12%,16%,8%,8,8,
CC(C)CC(NC=C1C(=O)OC(C)(C)OC1=O)C(=O)O (stereo not given),0%,-7%,-2%,i,4%,12%,x,4,12,
COc1ccc(S(=O)(=O)NCCC(=O)NCc2ccc(F)cc2)cc1,-1%,-8%,-43%,i,-25%,1%,-4%,0,18,
CSc1nnc(-c2cnccn2)n1CCCN1CCCC1=O,8%,-4%,3%,i,9%,-2%,13%,0,1,
CC(=O)c1ccc(N2CCN(c3ccc(C(F)(F)F)cn3)CC2)cc1,17%,-9%,0%,i,8%,10%,x,10,40*,
Cc1ccc(C(=O)CC(C(=O)O)n2cccn2)cc1 (stereo not given),5%,-6%,-3%,i,-5%,6%,4%,7,2,
O=C(O)C1CCN(C(=O)COc2ccc3c4c(c(=O)oc3c2)CCC4)CC1,2%,-1%,-15%,i,-12%,6%,10%,14,16,
CCOC(=O)CSc1nc2ccccc2c(=O)n1Cc1ccco1,6%,-8%,-5%,i,-3%,8%,-3%,0,16,
CCc1nnc(NC(=O)CCC(=O)Nc2ccccc2)s1,-1%,-2%,-5%,i,0%,22%,-4%,0,7,Spn PMK inh pilot replicates=1.0;Spn MK inh pilot replicates=0.0;Spn DPM-DC inh pilot screen %=0.0

# Outcome played no part in choosing rows. Share with any hit: about 3.4%.
